Screens (PubChem)
LYPLA2 inh: blocks human lysophospholipase 2, a PME1 counter-screen. O95372. recombinant LYPLA2, FP-Rh probe fluorescence polarization. inhibition, % at 5.9 µM. hit rate 0.38% among 320,000. AID 2177;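 active = inhibition above the screen-wide mean plus 3 SD, limit set per campaign, cut at about 26% in these data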;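 also: 0% = LYPLA2 with DMSO and 100% = wells lacking LYPLA2 enzyme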
pPAFAH inh: inhibitors of human plasma PAF acetylhydrolase (pPAFAH); recombinant pPAFAH, FP-rhodamine probe fluorescence polarization; hit rate 1.5% among 330,000; Q13093; inhibition, % at 3.39 µM;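 active = inhibition above the mean inhibition across the screen plus 3 SD, cut at about 25% in these data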;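 also: inhibitors block binding of the rhodamine activity-based probe so polarization drops; 0% = enzyme with DMSO and 100% = wells lacking pPAFAH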
PAFAH2 inh: inhibitors of human PAFAH2; inhibition, % at 3.39 µM; recombinant PAFAH2, FP-rhodamine activity probe, fluorescence polarization; AID 492956; hit rate 0.99% among 340,000; Q99487;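 active = inhibition above the mean over all tested compounds plus 3 SD, cut at about 30% in these data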;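 also: inhibitors block probe labeling of enzyme so polarization drops; 0% = enzyme with DMSO and 100% = wells lacking PAFAH2 protein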
LYPLA1 counter: counter-screen for PME1 inhibitors: inhibitors of human LYPLA1; inhibition, % at 5.9 µM; recombinant LYPLA1, FP-Rh probe fluorescence polarization; O75608; hit rate 0.16% among 320,000;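 active = inhibition above the mean of all tested compounds plus 3 SD, set per campaign, cut at about 14% in these data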;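 also: inhibitors block serine hydrolase probe labeling of LYPLA1 so polarization falls; 0% = enzyme with DMSO and 100% = wells lacking LYPLA1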
Target sequence (O75608 whole entry, looked up): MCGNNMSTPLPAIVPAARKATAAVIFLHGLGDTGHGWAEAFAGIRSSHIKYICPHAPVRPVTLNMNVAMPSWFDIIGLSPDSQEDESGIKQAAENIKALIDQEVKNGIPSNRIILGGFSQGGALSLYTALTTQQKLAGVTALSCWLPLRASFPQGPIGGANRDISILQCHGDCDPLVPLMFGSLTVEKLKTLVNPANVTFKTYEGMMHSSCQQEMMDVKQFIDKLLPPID
PAFAH1B3 FP inh: PAFAH1B3 (human) inhibition; recombinant PAFAH1B3, FP-rhodamine probe, fluorescence polarization; inhibition, % at 3.39 µM; hit rate 0.28% among 340,000; AID 492972;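 active = inhibition above the screen-wide average of all tested compounds plus 3 SD, cut at about 25% in these data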;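 also: 0% = enzyme with DMSO only and 100% = wells lacking PAFAH1B3 protein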
GSTO1 counter: GSTO1 inhibition, counter-screen for RBBP9 inhibitors. P78417. inhibition, % at 5.96 µM. AID 1974. recombinant GSTO1, activity-based probe fluorescence polarization. hit rate 1.1% among 300,000;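 active = inhibition above the campaign mean inhibition plus 3 SD, cut at about 35% in these data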;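 also: 0% = GSTO1-1 with DMSO and 100% = wells lacking GSTO1-1 enzyme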
PREPL inh: human PREPL enzyme inhibition; recombinant PREPL, fluorescence polarization activity-based probe; inhibition, % at 5.96 µM; hit rate 0.68% among 320,000; in the data active = inhibition above about 43%;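 also: 0% = enzyme with DMSO and 100% = wells lacking enzyme; many of its hits are not listed in these tables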
PAD4 FP inh: inhibitors of human PAD4. Q9UM07. recombinant PAD4, RCA probe fluorescence polarization. inhibition, % at 6.36 µM. hit rate 0.41% among 330,000. AID 485272;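 active = percent inhibition above a cutoff equal to the mean of all tested compounds plus 3 SD, cut at about 15% in these data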;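 also: 0% = PAD4 with RCA probe and DMSO and 100% = probe without PAD4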
Target sequence (Q9UM07 whole entry, looked up): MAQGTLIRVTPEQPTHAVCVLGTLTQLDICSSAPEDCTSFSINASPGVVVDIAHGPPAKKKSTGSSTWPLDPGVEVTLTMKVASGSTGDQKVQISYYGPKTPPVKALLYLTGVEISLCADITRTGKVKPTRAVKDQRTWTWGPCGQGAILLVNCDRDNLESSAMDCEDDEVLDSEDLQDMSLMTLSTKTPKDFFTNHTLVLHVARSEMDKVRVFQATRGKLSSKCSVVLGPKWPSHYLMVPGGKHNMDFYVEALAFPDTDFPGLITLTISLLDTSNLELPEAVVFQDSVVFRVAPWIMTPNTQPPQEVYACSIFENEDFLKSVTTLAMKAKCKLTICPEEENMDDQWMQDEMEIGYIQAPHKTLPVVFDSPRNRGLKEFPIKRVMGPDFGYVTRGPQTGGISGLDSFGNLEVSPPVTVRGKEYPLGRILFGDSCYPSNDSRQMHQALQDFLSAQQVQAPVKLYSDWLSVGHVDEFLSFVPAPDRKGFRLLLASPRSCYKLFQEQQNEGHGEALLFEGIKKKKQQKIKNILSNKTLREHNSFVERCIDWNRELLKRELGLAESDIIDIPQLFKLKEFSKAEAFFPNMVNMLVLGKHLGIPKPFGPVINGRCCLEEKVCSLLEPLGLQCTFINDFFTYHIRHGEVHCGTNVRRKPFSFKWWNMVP
PAFAH1B2 FP inh: PAFAH1B2 (human) inhibition | recombinant PAFAH1B2, FP-rhodamine activity probe, fluorescence polarization | inhibition, % at 3.39 µM | hit rate 1.2% among 340,000;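 active = inhibition above the mean of all tested compounds plus 3 SD, cut at about 24% in these data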;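 also: 0% = enzyme with DMSO and 100% = wells lacking PAFAH1B2; many of its hits are not listed in these tables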
Active calls of the source: *; / = not tested or not shown.

smiles	PAD4 FP inh	PAFAH1B3 FP inh	pPAFAH inh	LYPLA1 counter	GSTO1 counter	PREPL inh	PAFAH2 inh	LYPLA2 inh	PAFAH1B2 FP inh
CC(CCc1ccccc1)NC(=O)COC(=O)C12CC3CC(CC(Br)(C3)C1)C2 (configuration not stated)	-1	7	4	-6	3	0	-6	-6	45*
O=S(=O)(NC1c2cccc3cccc(c23)C1N1CCNCC1)c1ccccc1 (configuration not stated)	5	2	4	-4	0	7	-4	-3	2
CCN(CC)S(=O)(=O)c1ccc(Nc2cc(C)nc3ncnn23)cc1	1	-4	2	1	-2	15	-1	1	6
CCOC(=O)c1c[nH]c2c(Cl)ccc(Cl)c2c1=O	-4	2	4	-3	-4	12	-1	5	-2
CC1CCC(CN2C(Nc3ccccc3)=NC[C@@H]2C)CC1 (some centres not stated)	1	11	6	1	2	7	-9	-1	0
Cc1ccc(C2NC(=S)NC3=C2C(=O)CCC3)cc1 (configuration not stated)	-5	6	-5	1	1	11	3	4	-1
CCC(C)NC(=O)c1cn(CC)c2cc(N3CCN(C(=O)c4ccco4)CC3)c(F)cc2c1=O (configuration not stated)	-2	1	4	-3	-6	-10	1	-3	2
O=[N+]([O-])c1ccc(CS(=O)(=O)N2CCN(c3ccccc3)CC2)cc1	-1	6	-7	2	0	-8	-2	-1	2
O=C(NCCc1cccs1)C1CC(c2ccccc2[N+](=O)[O-])=NO1 (configuration not stated)	5	1	1	-2	6	3	2	-7	2
Cc1cccc(NC(=O)NCC(c2cccnc2)N2CCOCC2)c1 (configuration not stated)	-2	11	-4	-3	-7	18	-2	0	0
COc1ccccc1N(CC(=O)NCC(C)C)S(=O)(=O)c1cccs1	-2	2	6	3	2	2	-1	8	2
O=[N+]([O-])c1cc(/C=N/Nc2nc3ccccc3[nH]2)c(O)cc1O	-4	/	40*	2	27	34	/	19	/
CC(C)CC(=O)Nc1nc(=S)ss1	-8	-6	2	3	-9	0	-1	1	1
O=C(c1ccc(NS(=O)(=O)c2ccc3[nH]c(=O)[nH]c3c2)cc1)N1CCN(c2ccccc2O)CC1	-1	4	8	-3	-64	14	5	3	1
CCc1nc2sc3c(c2c(=O)n1NC(=O)CCl)CCCC3	2	13	2	6	58*	0	2	10	3
S=C(NCc1ccco1)Nc1ccc(Br)cc1Cl	1	/	7	-5	0	-4	/	-4	/
CCSc1nc(N)c(C#N)c(-c2ccccc2Cl)c1C#N	0	-2	4	-6	-17	-4	-5	1	-2
Cc1csc(=O)n1CCC(=O)OCc1nnc(-c2ccc([N+](=O)[O-])cc2)o1	1	0	20	3	/	15	-1	8	2
Cc1ccc(Cc2nc(-c3ccncc3)no2)cc1	-2	6	1	-3	1	8	-1	1	0
CSc1cccc(NC(=S)N(CCCN2CCCC2)Cc2cccs2)c1	-2	7	2	4	1	-21	0	1	1
CCCn1c(N)c(N(CCOC)C(=O)c2cc3ccccc3cc2OC)c(=O)[nH]c1=O	0	2	1	-5	/	7	2	-5	2
CC(C)(C)NC(=O)C(c1ccccc1)N(C(=O)C1CSC(=O)C1)c1ccccc1 (configuration not stated)	-2	-1	2	-1	-7	12	-4	5	-7
O=C(Nc1ccccc1)Nc1nc(-c2ccc(F)cc2)cs1	4	-4	3	-1	1	5	4	-2	-5
CCCNC(=O)C/C(C)=N/NC(=O)COc1ccc(C)cc1Br	-1	5	2	-4	0	-8	6	-2	3

Retrieved by structure from above, 2 records:
smiles	PAD4 FP inh	PAFAH1B3 FP inh	pPAFAH inh	LYPLA1 counter	GSTO1 counter	PREPL inh	PAFAH2 inh	LYPLA2 inh	PAFAH1B2 FP inh
Cc1csc(=O)n1CCC(=O)OCc1nnc(-c2ccc([N+](=O)[O-])cc2)o1	1	0	20	3	/	15	-1	8	2
CCSc1nc(N)c(C#N)c(-c2ccccc2Cl)c1C#N	0	-2	4	-6	-17	-4	-5	1	-2

Carrying on.
smiles	PAD4 FP inh	PAFAH1B3 FP inh	pPAFAH inh	LYPLA1 counter	GSTO1 counter	PREPL inh	PAFAH2 inh	LYPLA2 inh	PAFAH1B2 FP inh
CC(=O)N(c1ccccc1C)C1CCCC1	2	4	2	0	-3	-6	-4	3	8
CC(Nc1n[nH]c(=S)[nH]c1=O)C(=O)OCc1ccccc1 (configuration not stated)	1	4	3	-1	1	-2	2	-4	5
O=C(Nc1ccc(-c2ccc3nncn3n2)cc1)c1ccc(Br)o1	0	-3	2	-2	6	-12	-5	-4	-4
CC(=O)Nc1cc(C(=O)N(C)Cc2ccco2)ccc1Sc1ccc(C)cc1	-2	2	4	-4	5	5	0	0	2
Cc1c(C(=O)O)cccc1[N+](=O)[O-]	-6	1	-4	2	/	5	3	-1	2
CCCC(=O)N1c2ccccc2[C@@H](N(C(C)=O)c2ccccc2)C[C@H]1C	-3	2	3	1	4	-2	-2	10	-3
Cc1cc2oc(C(=O)Nc3ccc(S(=O)(=O)Nc4onc(C)c4C)cc3)cc(=O)c2cc1Cl	-4	-3	20	20*	-4	6	6	9	-3
Cc1ccc(-c2csc3nc(C)n(-n4c(C)ccc4C)c(=O)c23)o1	-4	7	7	-5	11	2	-4	-2	2
Cc1ccc2c(c1)c(C)cc(=O)n2CCC(=O)O	4	1	-2	1	0	3	2	4	-2
CCc1ccc(OCC(=O)Nc2cccc3c2CCCC3)cc1	5	7	5	-4	9	9	0	-8	5
O=C(O)/C=C/C(=O)N1CCN(C(c2ccccc2)c2ccccc2)CC1	-3	4	-1	1	-9	10	1	-2	4
CC(=O)N1c2ccc(S(=O)(=O)N3CCCC(C(=O)NCc4ccccc4)C3)cc2CC1C (configuration not stated)	4	-4	-4	5	0	-6	15	4	2
COc1cccc(C2C(C(N)=O)=C(C)Nc3nc(CCCO)nn32)c1 (configuration not stated)	-4	3	-6	3	0	10	-6	3	0
CSc1ccc(C#N)cc1NC(=O)c1ccccc1	1	0	-2	1	-7	-1	-7	3	4
COc1ccc(-c2cc(C3CCN(c4cc(Cl)nc(N)n4)CC3)[nH]n2)cc1	2	0	1	-4	-21	-9	0	16	0
COc1ccccc1NC(=O)CN(C)S(=O)(=O)c1cc(C)ccc1OC	0	6	0	1	6	-1	3	6	-1
COc1ccc(C2=NOC(C(=O)NCc3ccccc3)C2)cc1 (configuration not stated)	-1	2	0	3	-3	-8	1	3	0
O=[N+]([O-])c1cc(C(F)(F)F)ccc1NCC1CCCO1 (configuration not stated)	6	6	6	4	3	-5	4	0	-4
CCOC(=O)c1ccccc1NC(=S)N1CC(C)CC(C)C1 (configuration not stated)	-2	1	1	-2	-8	4	-2	-2	2
CCCN(CCC)C(=O)c1ccc2c(c1)OCO2	4	9	-5	-1	3	0	8	-10	4
O=C(Nc1ccccc1)O/N=C1/CCCc2occc21	-2	5	0	1	-6	-10	4	-8	5
O=C(COC(=O)c1cccnc1Cl)Nc1ncc(Cl)cc1Cl	3	0	4	-6	7	14	9	-2	6
Cn1nc(-c2ccccc2)c(-c2nc(-c3ccccc3Cl)no2)c1Cl	1	1	9	-6	-1	4	-3	-8	0
Cc1ccc(OCCCC(=O)N2CCN(S(=O)(=O)c3cccc(F)c3)CC2)cc1	-1	-4	4	0	-5	20	7	3	-2
Cc1ccc(N(C)C(=O)c2cc(S(=O)(=O)N3CCCCC3)c[nH]2)cc1	4	8	-2	0	0	11	1	8	19
N#C/C(=C\c1cn(CC(=O)O)c2ccccc12)C(=O)NCc1ccccc1	-1	9	1	-2	1	0	8	-1	3
N#CC1(NC(=O)CSc2nncn2-c2ccccc2F)CCCC1	0	6	-2	1	/	10	6	3	7
CCOc1ccc(/C=C2\N=C(c3cccs3)OC2=O)cc1OC	2	/	7	-2	-2	6	/	1	/
COc1cccc(-n2ccnc2SCC(=O)N2CCc3ccccc32)c1	-4	-5	0	2	-8	2	1	1	2
CSCCC(NC(=O)c1ccccc1)C(=O)Nc1ccc(C)cc1 (configuration not stated)	0	4	6	0	3	-14	0	0	-5
CCc1nc(SCC(=O)Nc2cc(C)ccc2OC)c2c(C)c(C)sc2n1	2	5	5	-2	-2	12	-10	-2	-3
O=C(Nc1cc(Br)ccc1O)c1cc(-c2ccc3c(c2)OCO3)on1	-3	-9	-1	-4	1	-4	-47	-8	-1
CC[C@]1(C(=O)OC)[C@H]2C(=O)N(Cc3ccccc3)C(=O)[C@H]2[C@H]2CN=C(SCc3ccc(C#N)cc3)N21	1	10	4	/	/	/	2	/	11
CCCc1nc2sc3c(=O)[nH]cnc3c2c2c1CCCC2	-1	/	4	4	-4	0	/	-6	/
O=C(COc1ccc2ccc(=O)oc2c1)NC1CCCCC1	-3	-2	-4	0	/	5	3	0	-1
Cc1ccccc1-n1c(=O)cc(N2CCCCCC2)[nH]c1=O	0	-3	2	3	5	5	5	2	-4
Cc1cccc(C(=O)NC2CCN(CC(=O)NCc3cccs3)CC2)c1	1	-1	0	-4	-4	-5	-2	-3	0
CC(C)(C)/C(COc1ccccc1[N+](=O)[O-])=N/O	1	10	3	-1	11	10	2	2	0
CC(=N\NC(=O)c1ccccc1)/C(=N/O)C(=O)Nc1ccccc1	-1	10	9	4	1	6	-1	5	5
CCOc1ccccc1CN1CCCC(CNS(=O)(=O)c2ccc(OC)cc2)C1 (configuration not stated)	-9	4	-3	5	-5	6	5	2	-3
N#Cc1ccc(OCC(=O)NNC(=O)C2CCCCC2)cc1	0	2	0	/	/	11	2	/	0
Cc1ccc(S(=O)(=O)NN2Cc3ccccc3C2=N)cc1	-5	2	2	0	6	-14	0	0	3

Ten structures from above, arranged by formula weight, high to low:
smiles	PAD4 FP inh	PAFAH1B3 FP inh	pPAFAH inh	LYPLA1 counter	GSTO1 counter	PREPL inh	PAFAH2 inh	LYPLA2 inh	PAFAH1B2 FP inh
CC[C@]1(C(=O)OC)[C@H]2C(=O)N(Cc3ccccc3)C(=O)[C@H]2[C@H]2CN=C(SCc3ccc(C#N)cc3)N21	1	10	4	/	/	/	2	/	11
CCOc1ccccc1CN1CCCC(CNS(=O)(=O)c2ccc(OC)cc2)C1 (configuration not stated)	-9	4	-3	5	-5	6	5	2	-3
O=C(Nc1cc(Br)ccc1O)c1cc(-c2ccc3c(c2)OCO3)on1	-3	-9	-1	-4	1	-4	-47	-8	-1
CCc1nc(SCC(=O)Nc2cc(C)ccc2OC)c2c(C)c(C)sc2n1	2	5	5	-2	-2	12	-10	-2	-3
Cc1cccc(C(=O)NC2CCN(CC(=O)NCc3cccs3)CC2)c1	1	-1	0	-4	-4	-5	-2	-3	0
CSCCC(NC(=O)c1ccccc1)C(=O)Nc1ccc(C)cc1 (configuration not stated)	0	4	6	0	3	-14	0	0	-5
CC(=N\NC(=O)c1ccccc1)/C(=N/O)C(=O)Nc1ccccc1	-1	10	9	4	1	6	-1	5	5
N#Cc1ccc(OCC(=O)NNC(=O)C2CCCCC2)cc1	0	2	0	/	/	11	2	/	0
CCCc1nc2sc3c(=O)[nH]cnc3c2c2c1CCCC2	-1	/	4	4	-4	0	/	-6	/
CC(C)(C)/C(COc1ccccc1[N+](=O)[O-])=N/O	1	10	3	-1	11	10	2	2	0

Only part of the results is shown; count on the stated rates, not on these rows.
